Xi reactivation – activators of inactive X chromosome reactivation, primary screen, imaging, XiGFP fibroblasts, GFP high-content imaging, set 2. activation, % at 7.58 µM. XiGFP mouse fibroblasts, % GFP-positive cells imaging, 3 d; cells co-treated with 5-aza-dC sensitizer; scaled so ellipticine positive control = 100%. 360,000 tested, 0.055% active;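 active = mean normalized replicate activation at least 10% and every replicate at or above 10%; inconclusive = only one of the two criteria met; inactive = mean below 10% and not all replicates reach 10%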;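 also: 0% = median of on-plate neutral control wells and 100% = ellipticine 6 µM median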
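System: 68-5-11 XiGFP fibroblast line; Timing: 3 days compound exposure; Compound dosing: one concentration, pinned; Benchmarks: positive control ellipticine, 6 µM final; Buffer or medium: DMEM containing 5-aza-dC.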
E-sel inducer – E-selectin induction in HUVECs, primary screen, imaging, HUVEC, immunofluorescence imaging, single point; P16581; normalized: neutral wells 0, TNF-alpha wells 100; activation, % at 7.58 µM; 260,000 tested, 0.37% active;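 active = mean E-selectin-positive cell signal at least 10% of the positive control, reached in at least 60% of replicates, without over 20% cell loss; inconclusive = no rule given, readout overlaps actives, possibly toxicity-flagged; inactive = the rest, including those meeting only one limit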;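 also: in these data hits start at about 27%; measured in HUVEC primary endothelial cells; signal is the percent of cells scored E-selectin positive by PE staining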
Target sequence (P16581 whole entry, looked up): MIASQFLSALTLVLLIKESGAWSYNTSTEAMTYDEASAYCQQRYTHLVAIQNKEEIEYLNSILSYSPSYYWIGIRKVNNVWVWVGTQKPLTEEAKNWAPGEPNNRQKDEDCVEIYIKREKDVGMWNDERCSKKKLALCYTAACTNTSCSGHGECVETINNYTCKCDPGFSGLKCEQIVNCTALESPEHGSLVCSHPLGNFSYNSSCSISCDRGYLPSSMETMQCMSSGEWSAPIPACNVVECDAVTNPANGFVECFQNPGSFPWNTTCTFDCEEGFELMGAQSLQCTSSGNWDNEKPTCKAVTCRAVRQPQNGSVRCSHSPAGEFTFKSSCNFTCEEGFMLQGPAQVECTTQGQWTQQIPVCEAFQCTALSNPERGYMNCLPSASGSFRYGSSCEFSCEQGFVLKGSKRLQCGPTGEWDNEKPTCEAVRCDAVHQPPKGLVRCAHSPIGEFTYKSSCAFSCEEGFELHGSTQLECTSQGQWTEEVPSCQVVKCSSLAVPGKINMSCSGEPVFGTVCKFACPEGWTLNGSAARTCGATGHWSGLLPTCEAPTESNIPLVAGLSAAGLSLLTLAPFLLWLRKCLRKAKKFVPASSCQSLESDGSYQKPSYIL
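Assay system: HUVEC primary endothelial cells. Input: 3,000 HUVEC seeded per well. Doses: one compound dose added by pin transfer. Read-out basis: % PE-positive cells. Benchmarks: TNF-alpha high, DMSO low. Detection: immunofluorescence imaging. Buffer or medium: EGM-2, gelatin.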
* = called active by the depositor; ? = inconclusive; & = joins results of further samples. Only part of the results is shown; count on the stated rates, not on these rows.

SMILES | Xi reactivation | E-sel inducer
CSCCC(NS(=O)(=O)c1ccc(Cl)cc1)C(=O)OCC(=O)c1c(C)[nH]c2ccccc12 (centres undefined) | 0.0 | -0.3
COc1cccc(-c2cnc3c(c2)C(=O)N([C@H](C)CO)C[C@@H](C)[C@@H](CN(C)CC2CC2)O3)c1 | -1.1 | -0.1
C[C@H]1CN([C@@H](C)CO)S(=O)(=O)c2ccc(C#CC3CC3)cc2O[C@H]1CN(C)Cc1cncnc1 | -0.1 | 0.0
COc1ccc2c3c(n(C)c2c1)[C@@H](CO)N(CC1CC1)CC31CCN(C(C)=O)CC1 | 0.3 | -0.4
Cc1c(C(=O)Nc2nc3ccccc3[nH]2)cccc1[N+](=O)[O-] | 0.3 | -0.4
CC(Oc1cccc(Cl)c1)C(=O)Nc1ccc([N+](=O)[O-])cn1 (centres undefined) | 0.1 | 0.1
CC1CCN(CCOCCOc2ccccc2-c2ccccc2)CC1 | 0.0 | 0.6
C[C@@H](O)c1nc2ccccc2n1N | 0.0 | 0.3
CC1CCc2nc3sc4c(c3c(N)c2C1)CCCC4 (centres undefined) | 0.1 | 0.1
N#CC1=C(N)Nc2nc3ccccc3n2C1c1ccc(Cl)cc1 (centres undefined) | 0.3 | -0.1
O=C(COc1ccc2oc(-c3ccccc3)cc(=O)c2c1)Nc1ccccc1 | -0.1 | -1.1
C[C@H]1CN([C@@H](C)CO)S(=O)(=O)c2ccc(C3=CCCC3)cc2O[C@H]1CN(C)S(C)(=O)=O | -0.8 | -0.1
COCc1nc2sc3c(c2c(=O)[nH]1)CCCC3 | 0.0 | 0.0
CC(=O)N/C(=C/c1ccc(OC(F)F)cc1)C(=O)O | 0.0 | 1.3
COc1ccc2c3c([nH]c2c1)[C@H](CO)N(C(=O)CN(C)C)CC31CN(Cc2ccncc2)C1 | 0.1 | 0.0
COc1ccc2c3c(n(C)c2c1)[C@H](CO)N(C(=O)Nc1ccc(F)cc1)CC31CN(C)C1 | 0.5 | -0.3
COc1cc2c(cc1OC)CN(C(=S)Nc1ccc(C)cc1C)CC2 | 0.3 | 1.2
COc1ccccc1C(=O)Nc1ccc(C2=NNC(=O)CC2C)cc1 (centres undefined) | -0.1 | -0.4
COc1ccc(CNC(=O)CSc2nc3ccc(N)cc3s2)cc1 | -0.1 | -0.3
CSc1ncc(Cl)c(C(=O)Nc2cccc(C)c2)n1 | 0.3 | 0.1
O=C(CSc1nc(-c2cccs2)cc(C(F)(F)F)n1)Nc1cc(OCC(F)(F)C(F)F)cc([N+](=O)[O-])c1 | -0.2 | 0.0
Cc1ccc2nc(N3CC(=O)Nc4ccccc43)nc(-c3ccccc3)c2c1 | 0.6 | 0.0
COCCN(CCOC)c1nc(N)c2c(N)nc3c(c2c1C#N)CC(=O)N3Cc1ccc(Cl)cc1 | 0.2 | 1.7
O=C(CSc1ccc2ccccc2c1)Nc1ncccn1 | 0.4 | 1.3
CCn1cc(/C=N\NC(=O)COc2cccc(C)c2C)c(C)n1 | 0.1 | 0.1
C[C@@H]1CCCCO[C@H](CN(C)C(=O)NC2CCCCC2)[C@H](C)CN([C@H](C)CO)C(=O)c2cc(NC(=O)Cc3ccccc3)ccc2O1 | 0.0 | -0.3
C[C@@H]1CN([C@@H](C)CO)S(=O)(=O)c2ccc(C3=CCCC3)cc2O[C@@H]1CN(C)S(C)(=O)=O | -0.2 | -0.2
C=CCSC1=N/C(=C\c2cccnc2)C(=O)N1c1ccc(OC)cc1 | -0.1 | 0.0
CCCC(=O)N1CC2(C1)CN(C(=O)CC1CC1)[C@H](CO)c1c2c2ccc(OC)cc2n1C | 0.2 | -0.4
COc1cccc(NC(=O)Cn2c(=O)n(-c3ccccc3)c(=O)c3oc4ccccc4c32)c1 | 0.2 | 3.0

Next section.
SMILES | Xi reactivation | E-sel inducer
CS(=O)(=O)c1ccc(Cl)c(NC(=O)c2cccc(Br)c2)c1 | 0.0 | -0.2
O=C(/C=C/c1cccs1)Nc1ccc([N+](=O)[O-])cc1 | 0.0 | -0.3
O=C(NCc1cccnc1)c1csc2c1CCCC2 | 0.0 | -0.1
COc1ccc(-c2ccc(C3[C@@H]4CN(C(=O)c5cnccn5)C[C@H]3N4)cc2)cc1 (some centres undefined) | 0.1 | 0.2
C(=C\c1ccc(C2[C@@H]3CN(Cc4ccc5c(c4)OCO5)C[C@H]2N3)cc1)/c1ccccc1 (some centres undefined) | 9.0&0.0 | 0.0&0.0
CNC(=O)C1=C(C)NC(=S)NC1c1cc2c(cc1OC)CCCC2 (centres undefined) | 0.3 | 0.9
CN1CCN(c2ccc(NC(=O)c3ccc4c(c3)[nH]c(=O)n4Cc3ccc(F)cc3)cc2)CC1 | 0.2 | -0.3
CCOc1cc(/C=N/NC(=O)C(C)Sc2ccccn2)ccc1O (centres undefined) | 0.0 | 0.2
COc1ccc(NC(=O)CSc2ccc(F)cc2)cc1S(=O)(=O)N1CCCCC1 | 0.1 | -0.7
COc1ccc(-c2nnc3ccc(SCC(=O)Nc4nc5ccc(C)cc5s4)nn23)cc1OC | -0.2 | 0.1
Cc1ccc(-c2ccc3c(c2)O[C@@H](CN(C)C(=O)C2CCCCC2)[C@H](C)CN([C@H](C)CO)S3(=O)=O)cc1 | -0.9 | 0.0
C=CCNCCCCOc1ccc(Br)cc1C | 0.4 | -2.5
COc1ccc2c3c([nH]c2c1)[C@@H](CO)N(C(=O)C1CC1)CC31CCN(C(=O)c2ccncc2)CC1 | 0.0 | 0.0
C[C@H](CO)N1C[C@H](C)[C@H](CN(C)C(=O)c2cccc(F)c2)Oc2cc(C#CC3CCCC3)ccc2S1(=O)=O | -0.4 | -0.6
Cc1cc(S(=O)(=O)N(Cc2ccccc2Cl)c2ccc3c(c2)CCC3)ccc1-n1cnnn1 | -0.1 | 4.4
COc1ccc(/C=N/NC(=S)NCc2ccccc2)cc1OC | -0.1 | 0.8
O=c1oc2ccc(Cl)cc2cc1-c1ccccc1 | 0.1 | 3.5
CC(=O)N1C[C@@H]2N[C@H](C1)C2c1ccc(-c2ccccc2)cc1 (some centres undefined) | 0.1 | 0.0
COc1ccc(CNC(=O)CCCc2ccccc2)cc1 | -0.2 | 0.8
C[C@@H]1CN([C@H](C)CO)S(=O)(=O)c2ccc(Br)cc2O[C@@H]1CN(C)C(=O)C1CCC1 | -0.7 | 1.3
CC1CCc2c(sc(NC(=O)C3c4ccccc4Oc4ccccc43)c2C(N)=O)C1 (centres undefined) | 0.1 | 0.4
Cc1ccc(O)c(C(=O)c2cnn(C(=O)COc3ccc(Cl)cc3)c2)c1 | 0.3 | 0.4
COc1ccc(S(=O)(=O)N2CC3(CN(Cc4ccccc4OC)[C@H](CO)c4[nH]c5cc(OC)ccc5c43)C2)cc1 | 0.1 | 0.3
CC1CCCCC1NC(=S)NC(=O)c1ccccc1Br (centres undefined) | 0.1 | -0.1
CCOc1ccccc1NC(=O)COC(=O)c1cc(C(=O)OC)cc([N+](=O)[O-])c1 | -0.1 | -0.2
Cc1cccc(NC(=O)CNC(=O)COc2ccc(-c3ccc(C#N)cc3)cc2)c1C | 0.0 | -2.0
COc1ccc2c3c(n(C)c2c1)[C@H](CO)N(C(=O)CN(C)C)CC31CN(Cc2cccnc2)C1 | 0.3 | 0.1
COc1ccccc1C1C2=C(CC(C)(C)CC2=O)Nc2nnnn21 (centres undefined) | 0.0 | -0.2
CCOC(=O)c1[nH]c2ccc(OC)cc2c1NC(=S)N1CCN(c2ccc(F)cc2)CC1 | 0.0 | -0.1
Cc1cc(NC(=O)C2CC(=O)N(c3ccccc3)C2)no1 (centres undefined) | 0.0 | -0.1

Of the compounds above, 4 contain bromine:
SMILES | Xi reactivation | E-sel inducer
CS(=O)(=O)c1ccc(Cl)c(NC(=O)c2cccc(Br)c2)c1 | 0.0 | -0.2
C=CCNCCCCOc1ccc(Br)cc1C | 0.4 | -2.5
C[C@@H]1CN([C@H](C)CO)S(=O)(=O)c2ccc(Br)cc2O[C@@H]1CN(C)C(=O)C1CCC1 | -0.7 | 1.3
CC1CCCCC1NC(=S)NC(=O)c1ccccc1Br (centres undefined) | 0.1 | -0.1

The list continues.
SMILES | Xi reactivation | E-sel inducer
Cc1cccc(N2C(=O)c3cccc4c(N5CCCCC5)c([N+](=O)[O-])cc(c34)C2=O)c1C | 0.0 | 0.0
Cc1nc(NC(=O)c2ccc([N+](=O)[O-])cc2Cl)sc1C(=O)N(C)C | -0.2 | -0.3
CS(=O)(=O)n1nc(C(=O)N2CCOCC2)nc1N | -0.1 | 0.6
COc1ccc2c3c(n(C)c2c1)[C@H](CO)N(C)CC31CN(C(=O)Nc2cccc(F)c2)C1 | 0.4 | -0.5
CC(C)=N/N=C1/NC(=O)C(CC(=O)Nc2cc(Cl)ccc2C)S1 (centres undefined) | 0.2 | -0.2
C[C@H](CO)N1C[C@H](C)[C@@H](CN(C)C(=O)C2CCC2)Oc2ncc(Br)cc2C1=O | -0.7 | 1.0
CCOC(=O)c1cc2c(ccn2C)n1CC(=O)N(Cc1ccccc1)c1ccccc1 | 1.0 | -1.0
Cc1ccc(OCC(=O)c2cc(C)n(-c3ccccc3)c2C)c([N+](=O)[O-])n1 | 0.1 | 0.2
CCOC(=O)c1sc(-c2ccc(F)cc2)cc1NC(=O)Nc1ccccc1OC | ? | 1.4
COc1ccc2c3c(n(C)c2c1)[C@@H](CO)N(C(=O)c1cccnc1)CC31CCN(S(C)(=O)=O)CC1 | 0.3 | -0.3
COc1cccc2cc(C(=O)Oc3ccc(NC(C)=O)cc3)c(=O)oc12 | -0.1 | -2.3
C[C@H]1CN([C@@H](C)CO)S(=O)(=O)c2ccc(C3=CCCCC3)cc2O[C@H]1CN(C)CC1CC1 | -0.8 | -0.1
CCCCCCCNC(=O)CC(NS(=O)(=O)c1ccc(NC(C)=O)cc1)C(C)C (centres undefined) | 0.0 | -0.1
C/C(=N/NC(=O)c1ccoc1C)c1cccc(NC(=O)C2CC2)c1 | 0.1 | -1.4
COCC(=O)N1CC2(C1)CN(C(=O)Nc1ccccc1F)[C@@H](CO)c1c2c2ccc(OC)cc2n1C | 0.2 | -0.3
CC(C)C(NC(=O)OCc1ccccc1)C(=O)NC1CCCCC1 (centres undefined) | 0.0 | -0.7
CCCNC(=O)N1CC2(C1)CN(Cc1cccc(F)c1)[C@H](CO)c1[nH]c3cc(OC)ccc3c12 | 0.0 | -0.3
CC(=O)N/C(=C\c1ccccc1)C(=O)OCC(=O)N(C)C1CCCCC1 | 0.4 | -0.3
Cc1ccccc1C(=O)Oc1ccccc1N1C(=O)C2CC=CCC2C1=O (centres undefined) | -0.1 | 2.7
O=C(CN1C(=O)C2C3C=CC(C4CC34)C2C1=O)OCC(=O)c1ccccc1 (centres undefined) | -0.1 | -0.4
O=C1CN(C(=O)COC(=O)c2cccc(OCc3ccccc3)c2)c2ccccc2N1 | 0.7 | 6.0
O=C1N/C(=N\N=C\c2cccs2)SC1Cc1cccc(Cl)c1 (centres undefined) | 0.0 | 0.3
CCC(=O)N(C)C[C@H]1Oc2cc(C3=CCCCC3)ccc2S(=O)(=O)N([C@@H](C)CO)C[C@@H]1C | -0.8 | 0.6
COc1ccc(C(=O)N/N=C(/C)c2cccc(NC(=O)C(F)(F)F)c2)cc1 | 0.0 | -0.8
COc1cc(NC(=O)/C=C/c2ccccc2[N+](=O)[O-])cc(OC)c1 | 0.2 | -0.1
Cc1ccc(C(=O)c2sc3c(c2N)c(=O)[nH]c(=O)n3CCc2ccccc2)cc1 | 0.0 | 0.3
CN(C)CC(=O)N1C[C@@H]2N[C@H](C1)C2c1ccc(/C=C/c2ccccc2)cc1 (some centres undefined) | 0.0&0.1 | 0.2&0.0
CCC(=O)c1cc2c(C)cc(=O)oc2c(C)c1OC(C)=O | -0.1 | -0.6
CCCC(=O)N1CC2(C1)CN(C(=O)COC)[C@@H](CO)c1c2c2ccc(OC)cc2n1C | 0.3 | -0.3
COc1cc(NC(=O)CN2CCN(c3ccccc3)CC2)c(C)cc1[N+](=O)[O-] | 0.0 | 0.4

Single records, as listed above. Screens in order: Xi reactivation, E-sel inducer
Results for COc1ccc2c3c(n(C)c2c1)[C@@H](CO)N(C(=O)c1cccnc1)CC31CCN(S(C)(=O)=O)CC1 → 0.3, -0.3
Results for CCC(=O)N(C)C[C@H]1Oc2cc(C3=CCCCC3)ccc2S(=O)(=O)N([C@@H](C)CO)C[C@@H]1C → -0.8, 0.6
Results for COCC(=O)N1CC2(C1)CN(C(=O)Nc1ccccc1F)[C@@H](CO)c1c2c2ccc(OC)cc2n1C → 0.2, -0.3
Results for CC(C)C(NC(=O)OCc1ccccc1)C(=O)NC1CCCCC1 (centres undefined) → 0.0, -0.7
Results for CCC(=O)c1cc2c(C)cc(=O)oc2c(C)c1OC(C)=O → -0.1, -0.6

Next compounds.
SMILES | Xi reactivation | E-sel inducer
COc1ccc(C(NC(=O)/C=C/c2ccco2)c2ccc(OC)c(OC)c2)cc1OC | 0.3 | -0.7
COc1ccc2c3c(n(C)c2c1)[C@H](CO)N(CC1CCOCC1)CC31CN(C(=O)c2cccc(F)c2)C1 | 0.3 | 0.0
C[C@H](CO)N1C[C@H](C)[C@@H](CN(C)C(=O)Nc2ccccc2)Oc2ccc(NC(=O)CCCCCC(=O)Nc3ccccc3N)cc2C1=O | 0.2 | 0.0
Cc1nn(Cc2ccccc2Cl)c2sc(C(=O)Nc3nccs3)cc12 | 0.3 | 0.0

Screening results (PubChem)
